# Screens (PubChem)
# E-selectin induc: E-selectin induction on HUVECs; P16581; HUVEC E-selectin immunofluorescence imaging; normalized: neutral wells 0, TNF-alpha wells 100; activation, % at 7.58 µM; hit rate 0.37% among 260,000; AID 686992;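 active = mean E-selectin-positive cell signal at least 10% of the positive control, reached in at least 60% of replicates, without over 20% cell loss; inconclusive = no rule given, readout overlaps actives, possibly toxicity-flagged; inactive = the rest, including those meeting only one limit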;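 note: in these data hits start at about 27%; measured in HUVEC primary endothelial cells; signal is the percent of cells scored E-selectin positive by PE staining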
# Target sequence (P16581 whole entry, looked up): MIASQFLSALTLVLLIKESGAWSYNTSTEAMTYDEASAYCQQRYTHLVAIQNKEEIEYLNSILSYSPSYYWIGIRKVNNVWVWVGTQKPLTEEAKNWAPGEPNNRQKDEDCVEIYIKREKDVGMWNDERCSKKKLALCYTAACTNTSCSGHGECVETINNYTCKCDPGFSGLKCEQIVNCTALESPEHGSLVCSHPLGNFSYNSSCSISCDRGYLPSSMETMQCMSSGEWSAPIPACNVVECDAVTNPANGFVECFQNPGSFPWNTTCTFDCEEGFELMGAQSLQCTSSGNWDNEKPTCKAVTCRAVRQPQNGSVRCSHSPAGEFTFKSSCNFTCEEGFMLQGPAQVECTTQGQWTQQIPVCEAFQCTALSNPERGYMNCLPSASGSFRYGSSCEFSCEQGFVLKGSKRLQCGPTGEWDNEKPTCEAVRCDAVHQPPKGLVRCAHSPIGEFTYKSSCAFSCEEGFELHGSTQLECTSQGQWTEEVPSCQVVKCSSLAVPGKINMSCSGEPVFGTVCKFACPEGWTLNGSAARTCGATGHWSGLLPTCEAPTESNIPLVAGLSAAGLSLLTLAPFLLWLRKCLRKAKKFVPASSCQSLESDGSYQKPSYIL
#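 Test system: HUVEC; input: 3,000 HUVEC/well; measured by: immunofluorescence imaging; read-out: % PE-positive cells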
# SIRT5 block: blocks human SIRT5 desuccinylation of peptide | Q9NXA8 | hit rate 1.1% among 330,000 | inhibition, % at 15 µM | Purified SirT5, succinyl-peptide AMC, trypsin-coupled fluorescence; in the data active = inhibition above about 15%; inconclusive = no clear call, values can overlap the other calls
# Target sequence (Q9NXA8 whole entry, looked up): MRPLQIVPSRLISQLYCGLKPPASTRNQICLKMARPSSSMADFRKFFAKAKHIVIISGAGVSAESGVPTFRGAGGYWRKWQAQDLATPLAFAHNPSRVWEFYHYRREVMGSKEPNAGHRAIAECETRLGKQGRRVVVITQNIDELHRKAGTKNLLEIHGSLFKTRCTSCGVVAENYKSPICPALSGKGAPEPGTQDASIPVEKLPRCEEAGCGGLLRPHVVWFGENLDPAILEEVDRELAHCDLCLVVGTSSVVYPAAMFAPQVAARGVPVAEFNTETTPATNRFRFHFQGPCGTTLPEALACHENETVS
# ERp5 inh: blocks human ERp5 reductase activity on insulin; ERp5 insulin aggregation, absorbance 650 nm, 90 min; inhibition, % at 9.99 µM; hit rate 0.05% among 350,000;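 active = mean replicate inhibition above about 25%, with every replicate also reaching it, limit read from the data, passing the limit was not always enough; inconclusive = only one of those two criteria met; inactive = neither criterion met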
# S100A4 MyoIIA: inhibitors of human S100A4 binding to myosin IIA peptide; inhibition, % at 10.7 µM; S100A4/TAMRA-MyoIIA peptide fluorescence polarization; hit rate 0.14% among 360,000; P26447;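 active = mean inhibition of at least 70% across replicates, with every replicate also reaching that level; inconclusive = mean inhibition reaches 70% but some replicates fall short; inactive = mean inhibition below 70%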
# Target sequence (P26447 whole entry, looked up): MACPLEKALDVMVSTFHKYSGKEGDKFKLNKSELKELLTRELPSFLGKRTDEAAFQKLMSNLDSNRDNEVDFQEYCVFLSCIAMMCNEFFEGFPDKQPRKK
#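 Assay system: human S100A4 monomer with TAMRA-labelled myosin IIA peptide / Buffer or medium: Calcium-containing HEPES buffer, pH 7.2 / Reagent: TAMRA-labelled myosin IIA heavy-chain peptide probe, 5 nM / Compound: one dose per compound / Timing: polarization read 5 min after assay mix addition, stable 5–60 min / Benchmarks: neutral control DMSO, positive control TFP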
# PglD inh: PglD (C. jejuni) enzyme inhibition; purified PglD enzyme, DTNB colorimetric CoA detection; inhibition, % at 12.5 µM; hit rate 0.098% among 360,000; AID 602405; in the data active = inhibition above about 16%, passing the limit was not always enough; inconclusive = no clear call, values can overlap the other calls; note: strong numbers were not always called active
# Statin myotox sup: protects C2C12 myotubes from simvastatin toxicity. ATP luminescence, 48 h; scaled: DMSO 0, geranylgeraniol control 100. rescue of ATP level, % at 7.49 µM. hit rate 0.78% among 330,000. AID 602340;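 active = mean ATP rescue above about 67%, or every replicate alone reaching that limit, limit read from the data, passing the limit was not always enough; inconclusive = no clear call, values can overlap the other calls; inactive = mean under the limit and some replicate under it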;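 note: myotubes were challenged with 10 µM simvastatin during compound exposure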
# DENV2 CPE rescue: DENV2-induced cell death inhibition; DENV2-infected cells, cytopathic effect rescue, plate reader; CPE inhibition, % at 9.99 µM; hit rate 1.7% among 350,000; in the data active = CPE inhibition above about 20%, passing the limit was not always enough; inconclusive = no clear call, values can overlap the other calls; tested in BHK-21 cells;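 note: 0% = median of neutral control wells and 100% = median of positive control wells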
# The depositor's hits bear a star; ? = inconclusive; / = not tested or not shown; & = joins results of further samples. Not all compounds are listed; count on the stated rates, not on these rows.
molecule	E-selectin induc	SIRT5 block	ERp5 inh	S100A4 MyoIIA	PglD inh	Statin myotox sup	DENV2 CPE rescue
O=C(C1=C[C@H](c2coc3ccccc3c2=O)C[C@H](OCCCCO)O1)N1CCN(Cc2ccccc2)CC1	-0.1	/	/	/	3	7	/
CO[C@H]1CN(C)C(=O)c2ccc(NC(=O)Nc3cccc(F)c3)cc2OC[C@@H](C)N(C(=O)Nc2c(C)noc2C)C[C@@H]1C	-0.6	/	-4	2	2	5	25*
COc1ccccc1NC(=O)c1cc(C)nc2ccccc12	/	-2	-3	-3	-6	-9	1
CC(C)(C)C(=O)Nc1ccc(C(=O)NNC(=O)c2ccccc2)cc1	/	/	22	-1	-3	6	-1
CCCNC(=O)N(C)C[C@H]1Oc2ncc(-c3ccncc3)cc2C(=O)N([C@H](C)CO)C[C@@H]1C	0.4	0	1	12	1	5	8
CC1CN(S(=O)(=O)c2ccc(C(=O)Nc3nc(-c4cc5ccccc5o4)cs3)cc2)CC(C)O1 (centres undefined)	/	-2	1	0	/	/	0
C[C@H]1CN([C@@H](C)CO)C(=O)CCCn2cc(nn2)CO[C@@H]1CN(C)Cc1ccccc1C(F)(F)F	-0.3	-1	-1	-3	2	-7	15
O=C(CNC(=O)c1ccc(Cl)cc1Cl)OCC(=O)N1CCCC1=O	/	-3	-3	-5	/	/	3
O=C(C[C@@H]1C/C=C/CC[C@H](Cc2ccc(F)cc2)C(=O)O[C@H](c2ccccc2)CNC1=O)NCCO	0.1	/	3	0	-1	-24	-8
CO[C@H]1CN(C)C(=O)c2ccc(NC(=O)C3CC3)cc2OC[C@@H](C)N(C(=O)CN2CCOCC2)C[C@H]1C	0.3	0	-2	14	-1	12	41*
Cc1cc(-c2nc(C)c(-c3nnc(SCC(=O)Nc4ccccc4)n3C)s2)no1	/	-15	4	5	/	/	-1
CCOC1=C2CN(S(=O)(=O)c3ccc(C)cc3)C(c3ccc(CC)cc3)CC2N(S(=O)(=O)c2ccc(C)cc2)C(c2ccc(CC)cc2)C1 (centres undefined)	0.1	-3	-4	-1	/	/	-5

# 3 compounds already listed, arranged by the number in SIRT5 block, rising.
Compound	SIRT5 block	ERp5 inh	S100A4 MyoIIA	PglD inh
CCOC1=C2CN(S(=O)(=O)c3ccc(C)cc3)C(c3ccc(CC)cc3)CC2N(S(=O)(=O)c2ccc(C)cc2)C(c2ccc(CC)cc2)C1 (centres undefined)	-3	-4	-1	/
COc1ccccc1NC(=O)c1cc(C)nc2ccccc12	-2	-3	-3	-6
C[C@H]1CN([C@@H](C)CO)C(=O)CCCn2cc(nn2)CO[C@@H]1CN(C)Cc1ccccc1C(F)(F)F	-1	-1	-3	2

# Further entries
molecule	E-selectin induc	SIRT5 block	ERp5 inh	S100A4 MyoIIA	PglD inh	Statin myotox sup	DENV2 CPE rescue
Cc1ccc2c3c([nH]c2c1)C(=O)CC(C)(C)S3	2.8	3	-4	-21	-16	10	-3
COc1cc(C(=O)N[C@@H](Cc2c[nH]c3ccccc23)C(=O)O)cc(OC)c1OC	/	-3	-2	-1	-1	27	11
O=C(c1cc(-c2cccc(Br)c2)nc2ccccc12)N1CCCC1	1.1	-1	-10	-9	0	-2	20
O=C(C1CCCCC1)N1C[C@H](n2cc(C3CC3)nn2)[C@@H](O)C[C@@H]1c1ccc(Cl)cc1	/	-1	7	3	-9	0	8
COc1ccc(C2CC(=O)Oc3c(C(CCN4CCOCC4)c4cc(OC)c(OC)c(OC)c4)c(OC)cc(OC)c32)cc1 (centres undefined)	0.7	0	5	-2	1	9	0
Cc1ccc(NC(=O)COC(=O)C2CC2)cc1Cl	-0.6	-2	-4	-2	-1	-2	-8
CCc1ccccc1-n1ncc(C(=O)Nc2ccc(OC)cc2)c1C	/	-3	-1	-27	-1	-22	2
O=C(CCCN1C(=O)C(c2ccccc2)Oc2cccnc21)NCCc1ccc(Cl)cc1 (centres undefined)	0.0	-2	1	0	/	10	-2
O=C(O)c1ccc([N+](=O)[O-])c(CS(=O)(=O)c2ccc(Cl)cc2)c1	1.5	0	4	-1	/	14	15
COc1ccc(C)cc1NC(=O)CNC(=O)c1sc2ccccc2c1Cl	-0.7	-2	3	-3	-3	1	-2
O=C(CN1CCN(c2ccccc2)CC1)Nc1ccncc1	/	3	-2	-1	0	0	0
CN(C)c1ccc2c(c1)[C@@H]1C[C@H](CC(=O)NCC3CC3)O[C@H](CO)[C@@H]1O2	-0.1	4	15	0	-1	-5	-2
COC(=O)[C@]1(C)N[C@H](c2ccc(-c3ccc(Cl)c(Cl)c3)cc2)[C@@H]2C(=O)N(C)C(=O)[C@@H]21	-0.1	/	2	2	2	13	?
O=C(O)[C@@H](O)[C@H](O)C(=O)O	1.5	-5	3	2	3	0	-1
Cc1oc(S(=O)(=O)N2CCCCC2)cc1NC(=O)Nc1ccccc1	1.5	-4	-3	-3	/	/	18
COc1cccc(C(=O)N2CCN(Cc3cccc(F)c3)CC2)c1	/	-4	-4	-2	2	-12	/
Cn1ncc(Cl)c1C(=O)NCc1cc(C(C)(C)C)n[nH]1	-0.2	3	-7	3	/	-3	5
CC1=C(C(=O)N(C)C)CC(CC(=O)NC2CCCC2)C(=O)N1Cc1ccccc1 (centres undefined)	0.0	-3	-6	-22	/	8	-5
C[C@H](CO)N1C[C@H](C)[C@@H](CN(C)C(=O)C2CC2)Oc2ncc(C#CC(C)(C)O)cc2C1=O	-0.2	-6	-1	1	0	/	7
CO[C@H]1CN(C)C(=O)c2cc(NS(=O)(=O)c3ccccc3)ccc2OC[C@H](C)N(Cc2ccccn2)C[C@@H]1C	-0.2	1	3	12	1	18	-3
COCC(=O)Nc1ccc2c(c1)OC[C@H](C)N(C(C)=O)C[C@@H](C)[C@H](OC)CN(C)C2=O	0.0	-3	-1	-4	7	0	5
CCOC(=O)c1c(NC(=S)NNS(=O)(=O)c2ccc(Br)cc2)sc2c1CCCCC2	-0.4	0	1	-9	-4	2	1
O=C(N/N=C/c1cc([N+](=O)[O-])ccc1O)c1cccc(N2CCCC2=O)c1	-0.1	3	-2	1	-11	-7	-8
Cn1c(=O)[nH]c(=O)c2c1nc(Br)n2C/C=N/NC(=O)c1ccccc1	-0.1	0	0	0	-1	/	6
COCC#Cc1ccc([C@@H]2[C@H]3CN(S(=O)(=O)c4ccccc4F)CCCCN3[C@H]2CO)cc1	-0.5	-2	2	14	0	-21	33*
O=S(=O)(c1ccc(Cl)cc1)c1nc(-c2ccco2)oc1N1CCOCC1	/	0	-5	-2	/	7	-6
CCNC(=O)Nc1ccc2c(c1)C(=O)N(C)[C@H]1CC[C@H](CC(=O)NCc3ccccc3F)O[C@@H]1CO2	0.0	-2	1	5	1	-21	18
O=C(C[C@@H]1C=C[C@@H](NC(=O)Cc2ccccn2)[C@H](CO)O1)NCCc1ccncc1	0.0	4	2	8	3	-8	2
OCCN1CCN(CC(O)COc2ccc(C34CC5CC(CC(C5)C3)C4)cc2)CC1 (centres undefined)	2.1	-3	0	-2	/	/	-1
C[C@@H]1CN([C@H](C)CO)C(=O)c2cc(NS(=O)(=O)c3ccc(F)cc3)ccc2O[C@@H](C)CCCCO[C@H]1CN(C)S(=O)(=O)c1cccs1	/	2	1	61	1	/	?
O=C(c1cccnc1)N1C[C@@H]2[C@H](c3ccccc31)[C@H](CO)N2C(=O)C1CC1	0.1	-2	-1	2	5	14	0
Cc1ccc(CSC2=NCCN2S(=O)(=O)c2ccc(F)cc2)cc1	0.1	0	1	1	-4	13	-1
O=C(COC(=O)c1ccc(Br)cc1)NCCN1C(=O)CSC1=O	6.2	-4	-2	-1	/	/	/
COC(=O)C[C@H]1C[C@H]2c3cc(NC(=O)NC4CCCCC4)ccc3O[C@H]2[C@H](CO)O1	0.1	-2	-7	7	0	4	1
CCOCC(=O)OCC(=O)NC12CC3CC(CC(C3)C1)C2	/	-1	2	5	/	/	-4
CC(=O)Nc1ccc(S(=O)(=O)N2CCC(C(=O)NCCC(=O)NCc3ccncc3)CC2)cc1	/	-3	-7	-2	4	-6	?
CC(C)(C)NC(=O)CSc1nnc(C2CC2)n1Cc1ccccc1	/	-2	4	8	0	/	/
COCC1CCCCN1C(=O)CCCn1nnnc1CN1CCC(C)CC1 (centres undefined)	/	-6	5	1	1	6	-1
COc1ccc(N(C(=O)Cn2nnc(-c3ccc(Cl)cc3)n2)C(C(=O)NCC2CCCO2)c2ccc(C)cc2)cc1 (centres undefined)	-1.2	/	/	/	2	-57	/
Cc1ccccc1CCN(CC(=O)NCc1ccc(F)cc1)C(=O)c1csnn1	0.0	-4	2	3	4	14	3
Cc1ccc(C(=O)NCCn2cc(SCC(=O)N3CCOCC3)c3ccccc32)cc1	0.9	-1	3	-13	-6	-8	7
C[C@@H]1CN([C@@H](C)CO)C(=O)c2cccc(NC(=O)Nc3ccccc3)c2O[C@@H]1CN(C)Cc1ccc(Cl)c(Cl)c1	/	2	1	0	4	11	17
CC1C(=O)OC2C1CCC1(C)C3(C)C(=O)C=CC213 (centres undefined)	/	1	6	-13	-1	-3	-9
O=C1NC(=Nc2ccccc2)S/C1=C/c1cccs1	/	0	-3	1	/	/	8
O=C(NCCc1nc2ccccc2[nH]1)c1ccc(F)cc1	/	-1	0	-2	4	/	/
O=c1oc2ccccc2c(=O)c2ccccc12	-0.3	7	-3	-4	-2	4	20
COc1ccccc1CNC(=O)C[C@H]1CC[C@@H]2[C@H](COC[C@H](O)CN2Cc2cccc(-c3ccncc3)c2)O1	-0.1	/	/	/	-2	11	2
C[C@@H]1CN([C@@H](C)CO)C(=O)c2cc(C#Cc3ccccn3)cnc2O[C@@H]1CN(C)Cc1cncnc1	0.4	1	-6	-8	-2	4	-1
C[C@H](CO)N1C[C@H](C)[C@@H](CN(C)Cc2ccc3c(c2)OCO3)Oc2ccc(NC(=O)Cc3cn(C)c4ccccc34)cc2CC1=O	/	-2	1	-16	2	19	-7
Fc1ccc(-n2c(CN3CCCCC3)n[nH]c2=S)cc1	3.1	-4	3	-3	/	/	-1
COc1ccc(-c2cc(=O)oc3cc(OC(C)C(=O)NCc4ccccn4)ccc23)cc1 (centres undefined)	/	/	-5	-2	-2	-2	-4
Cc1ccnc(NS(=O)(=O)c2cc(-c3cc(C)no3)ccc2C(C)C)c1	-0.1	3	0	3	/	21	-6
CC(=O)NC(=S)Nc1cccc2c(C)cc(C)nc12	-0.2	-2	-2	-7	/	/	-4
C[C@H](CO)N1C[C@H](C)[C@@H](CN(C)Cc2ccc(C(F)(F)F)cc2)Oc2ccc(NC(=O)Nc3ccc(F)cc3)cc2C1=O	-16	11	-2	19	1	-20	-3
Cc1ccc(C2NCCS2)cc1 (centres undefined)	-1.2	1	5	23	-2	7	-6
CC(=O)N1CCCc2ccc(NS(=O)(=O)c3ccccc3)cc21	-3.1	-4	-4	-5	/	1	-8
Cc1c(C(=O)NCc2ccc3c(c2)OCCO3)sc(=O)n1Cc1ccccc1C(F)(F)F	/	/	-4	0	-3	-2	8
C[C@@H]1CN([C@H](C)CO)C(=O)c2c(c3ccccc3n2C)-c2ccccc2CO[C@H]1CN(C)C(=O)CCC(F)(F)F	0.1	0	0	-1	0	-1	6
CS(=O)(=O)N1N=C(c2cccs2)CC1c1ccco1 (centres undefined)	0.2	5	0	-1	/	14	8
CCN1CCN(Cc2ccc(NC(=O)c3cc(NC(=O)C(=O)c4c[nH]c5ccccc45)cc(OC)c3)cc2C(F)(F)F)CC1	6.1	-1	3	-3	-5&-3	-17&-7	11
Cc1noc(C(=O)N2CCN(c3ccc(F)cc3)CC2)c1Cl	0.1	/	-4	5	3	-2	-8
Cc1ccc(C(=O)Nc2nnc(COCCO)s2)cc1	0.3	-6	-2	-2	1	-4	-9
